GLP1R inv ag – inverse agonists of human GLP-1 receptor; Potency, µM (doses to about 38.3 µM), inactives show at the highest dose activity change, negative = inhibition, hits mostly inhibitors; 1.6% of 410,000 active; HEK293 GLP-1R CRE-luciferase, luminescence, 24 h; GLP-1R form is constitutively active; further: potency means the concentration at half of the fitted maximal effect; on the % scale 0 is the no-effect control and ±100 the full control effect; nearly all actives have a fitted effect of over 55% in size
Target sequence (P43220 whole entry, looked up): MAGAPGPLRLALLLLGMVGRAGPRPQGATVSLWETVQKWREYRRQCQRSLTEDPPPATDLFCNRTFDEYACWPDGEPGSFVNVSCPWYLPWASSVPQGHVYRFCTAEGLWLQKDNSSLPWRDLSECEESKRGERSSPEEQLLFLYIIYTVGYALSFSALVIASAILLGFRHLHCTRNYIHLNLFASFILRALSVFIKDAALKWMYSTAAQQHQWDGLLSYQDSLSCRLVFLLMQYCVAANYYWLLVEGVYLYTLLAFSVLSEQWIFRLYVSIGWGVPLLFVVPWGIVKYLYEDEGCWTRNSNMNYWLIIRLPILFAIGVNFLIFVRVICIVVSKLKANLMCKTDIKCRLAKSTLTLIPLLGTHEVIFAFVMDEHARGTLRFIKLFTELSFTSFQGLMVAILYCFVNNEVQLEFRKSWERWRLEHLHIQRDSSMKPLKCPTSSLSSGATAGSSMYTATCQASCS
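Readout was luciferase luminescence, measured 12 min after detection reagent at room temperature. Beforehand, GLP-1R reporter HEK293 cells had sat 12 h, then received compounds for 24 hr at 37 deg C.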
Akt phos inh – Akt phosphorylation inhibition; Neuro2A IGF-stimulated pAkt S473 HTRF, 20 min; hits give low values; activity change, % for hits at 50 µM; 0.32% of 360,000 active; in the data active means activity change below about -80%; inconclusive means mostly about -51% to -80%; further: on the % scale 0 is the no-effect control and ±100 the full control effect
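Neuro2A cells (4,500/well, DMEM with 0.5% FBS) were treated with compound at a single 50 µM final concentration, stimulated with 6 nM IGF for 20 min at 37 °C, and lysed. Phospho-Akt Ser473 was read by HTRF as 665/615 ratio ×10^4.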
GLP-1R agonist – agonists of human GLP-1 receptor. P43220. HEK293 GLP-1R CRE-luciferase, luminescence, 4-6 h; cells express a hypersensitive GLP-1R form. Potency, µM (series often up to 45.6 µM), inactives show at the top dose activation, hits mostly activators. 0.007% of 380,000 active. AID 624172; further: potency means the concentration at half of the fitted maximal effect; % of control where 0% means no effect
TDP43 rescue – inhibitors of TDP-43 toxicity in yeast; AID 652104; TDP-43 expressing yeast growth rescue, BacTiter-Glo, 24 h; Potency, µM (series often up to 46.1 µM), for the others: at the highest dose growth rescue (activation), hits mostly activators; 1.8% of 410,000 active; further: potency means the concentration at half of the fitted maximal effect; % of control where 0% means no effect; nearly all actives have a fitted effect of over 50% in size
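Yeast cells expressing TDP-43 under galactose induction are exposed to compounds for 24 hr at 30 deg C. BacTiter-Glo luminescence measures growth, so protective compounds score as activators.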
FUS suppressor – suppressors of FUS proteinopathy in yeast. S. cerevisiae FUS-expressing, growth rescue, OD600, 24 h. Potency, µM (doses to about 76.6 µM), for inactives: at the top dose growth rescue (activation), actives largely listed as activators. 0.24% of 390,000 active. AID 1347120;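 further: potency means the concentration at half of the fitted maximal effect; plate controls were DMSO vehicle for no effect and reference control for full effect; nearly all actives have a fitted effect of over 55% in size; some results filed as inactive show a strong effect at the top dose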
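Toxicity suppression screen in FUS-yeast. Cells induced with 2% galactose, starting OD 0.005, treated 24hr at 30C with compounds at multiple final concentrations; growth by OD600.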
aSyn rescue – rescues yeast growth from alpha-synuclein toxicity | Yeast expressing alpha-synuclein, growth rescue, BacTiter-Glo, 24 h | 0.14% of 370,000 active | Potency, µM (top dose mostly 46.1 µM), inactives show top-dose growth rescue (activation), usual class: activators; further: potency means the concentration at half of the fitted maximal effect; % of control where 0% means no effect; nearly all actives have a fitted effect of over 65% in size
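Galactose-induced alpha-syn yeast (OD600=0.02, raffinose-pregrown) + pinned cpd, 24 hr, 30 deg C; growth by BacTiter-Glo luminescence. Growth restoration scores as activation.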
DRD3 antagonist – antagonists of human D3 dopamine receptor | 2.5% of 360,000 active | max response, negative = inhibition, % | D3R cells, DiscoveRx beta-arrestin luminescence, antagonist mode; hits give low values; in the data active means max response below about -50%; inconclusive means no clear call, values can overlap the other calls; further: on the % scale 0 is the no-effect control and ±100 the full control effect; mostly tested at two doses, the higher about 12 µM
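Cells expressing the human receptor were seeded at 1500 cells/well, incubated overnight at 37 degrees C in 5% CO2, then exposed to library compounds with dopamine controls for 90 minutes at 37 degrees C before luminescent detection.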
Abeta yeast res – compounds reversing amyloid beta toxicity in yeast. yeast expressing A-beta42, growth rescue, OD600, 48 h; response scale: 0% DMSO, 100% iron-clioquinol control. Potency, µM (doses to about 46.1 µM), for the others: at the top dose growth rescue, usual class: activators. 0.063% of 410,000 active; further: potency means the concentration at half of the fitted maximal effect; nearly all actives have a fitted effect of over 55% in size
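Yeast A-beta toxicity model in growth medium with pinned compounds, 48 h at 30 C; growth read as absorbance at 600 nm. Normalized to FeCl3/clioquinol equimolar mix (positive) and DMSO (negative).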
PTHR1 agonist – PTHR1 (human) receptor agonism; Q03431; HEK293 GP2 PTHR1 cells, GloSensor cAMP luminescence, 1 h; Potency, µM (top dose mostly 115 µM), inactives show top-dose activation, hits mostly activators; 0.075% of 410,000 active; AID 743266; further: potency means the concentration at half of the fitted maximal effect; nearly all actives have a fitted effect of over 55% in size; some results filed as inactive show a strong effect at the top dose; inactives centre near -15; many of its hits are not listed in these tables
Target sequence (Q03431 whole entry, looked up): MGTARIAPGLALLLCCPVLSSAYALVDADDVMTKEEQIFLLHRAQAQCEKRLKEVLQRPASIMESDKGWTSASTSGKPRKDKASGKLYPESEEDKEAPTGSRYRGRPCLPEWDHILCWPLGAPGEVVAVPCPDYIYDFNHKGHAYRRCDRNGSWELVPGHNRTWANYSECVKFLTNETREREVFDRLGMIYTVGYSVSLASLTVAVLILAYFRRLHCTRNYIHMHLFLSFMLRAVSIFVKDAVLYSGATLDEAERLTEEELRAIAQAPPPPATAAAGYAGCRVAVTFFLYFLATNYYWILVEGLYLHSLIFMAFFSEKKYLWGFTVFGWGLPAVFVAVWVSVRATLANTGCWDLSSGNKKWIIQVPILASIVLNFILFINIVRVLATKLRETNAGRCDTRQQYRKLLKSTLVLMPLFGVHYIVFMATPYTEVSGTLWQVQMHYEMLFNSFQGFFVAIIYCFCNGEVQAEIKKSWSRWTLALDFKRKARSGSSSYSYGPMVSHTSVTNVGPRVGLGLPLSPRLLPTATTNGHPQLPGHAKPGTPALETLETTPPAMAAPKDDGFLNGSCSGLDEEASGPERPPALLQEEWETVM
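HEK-293-derived GP2 cells expressing PTHR1 and a GloSensor cAMP reporter, 3,000/well, plated overnight, given luciferin plus IBMX (each 0.5 mM as added) for 1 h at 37 °C, then compound for 1 h at 37 °C. Luminescence was read after 15 min at room temperature.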
An asterisk follows results filed as active; i = inactive; ? = inconclusive; / = no result given; [ ] = another dose, or the depositor's remark. Unless noted, the call rests on the fitted dose curve; in most records, active means well fitted curve in the direction sought with a large enough effect; inconclusive means small, poorly fitted or top-dose-only effect, or another doubt; inactive means no such curve, though single readings can be large; an effect the other way counts as inactive or inconclusive.

Second line of a record: GLP1R inv ag	Akt phos inh	GLP-1R agonist	TDP43 rescue	FUS suppressor	aSyn rescue	DRD3 antagonist	Abeta yeast res	PTHR1 agonist
> CC1CCCN(S(=O)(=O)c2cccc(-c3cn4cccnc4n3)c2)C1 (configuration not stated)
  6%	i	-3%	4%	/	6%	11	5%	-4%
> CC(=O)N1CCN(CC(=O)Nc2ccc3c(c2)CCC3)CC1
  0%	i	-4%	11%	/	2%	-12	8%	-17%
> CC(O)CNCc1ccc(Cl)cc1Cl (configuration not stated)
  -19%	i	5%	-21%[0.397 µM]	17%	-2%	1	-11%	-12%
> CCc1ccc(S(=O)(=O)Nc2cccc(-c3ccc4nnc(C)n4n3)c2)s1
  94%[activator]	i	13%	3%	25%	-5%	13	-6%	-19%
> O=C(CNC(=O)c1ccco1)NCc1ccc2c(c1)OCO2
  36%[activator]	i	-10%	11%	-2%	1%	-20	10%	i
> COC(=O)c1ccc(C(=O)OC)c(NC(=O)CN(C)Cc2ccccc2)c1
  ?	i	35%	-5%	4%	3%	35	2%	-8%
> Cc1ccc(NC(=O)Cn2nc(C)c3ccccc3c2=O)c(C)c1
  0%	i	15%	5%	16%	4%	7	4%	21%[57.5 µM]
> CC(=O)c1c(C)[nH]c(C(=O)NNC(=O)COc2cc(C)cc(C)c2)c1C
  6%	i	-9%	0%	-7%	10%	5	-5%	-10%
> COc1cc(CN2CCC(n3nccc3NC(=O)C3CCOC3)CC2)ccc1F (configuration not stated)
  -4%	i	-7%	21%	/	0%	-12	-9%	-6%
> CC(C)C(NC(=O)c1ccc2c(c1)OCCO2)c1nc2ccccc2[nH]1 (configuration not stated)
  -1%	i	-1%	-8%	-6%	-8%	0	1%	-3%
> CCOC(=O)c1cn(Cc2ccc(Cl)cc2Cl)c2cc(C)nn2c1=O
  1%	i	0%	10%	19%	2%	21	-4%	i
> COc1ccc(C(C(=O)NC2CCCC2)N(C(=O)c2ccoc2C)c2ccc(C)cc2)cc1 (configuration not stated)
  ?	i	4%	-18%	9%	-1%	-21	-1%	i
> CC(=O)Nc1sc2c(c1-c1nc3ccccc3s1)CN(C(C)C)CC2
  /	/	-19%	/	-18%	/	/	-20%	-2%
> CCC(=O)NC(=S)Nc1ccc2oc(-c3ccc(OC)cc3)nc2c1
  -6%	i	12%	-10%	-2%	-13%	-8	5%	-7%
> COc1ccc(CCNC(=O)CSc2nc3[nH]c(=O)cc(O)c3s2)cc1
  9%	i	-5%	17%	4%	1%	22	-14%	i

Shown with bars between the fields: part of the list above.
SMILES | GLP1R inv ag | Akt phos inh | GLP-1R agonist | TDP43 rescue | FUS suppressor | aSyn rescue | DRD3 antagonist | Abeta yeast res | PTHR1 agonist
CC1CCCN(S(=O)(=O)c2cccc(-c3cn4cccnc4n3)c2)C1 (configuration not stated) | 6% | i | -3% | 4% | / | 6% | 11 | 5% | -4%
CC(=O)N1CCN(CC(=O)Nc2ccc3c(c2)CCC3)CC1 | 0% | i | -4% | 11% | / | 2% | -12 | 8% | -17%
CC(O)CNCc1ccc(Cl)cc1Cl (configuration not stated) | -19% | i | 5% | -21%[0.397 µM] | 17% | -2% | 1 | -11% | -12%
CCc1ccc(S(=O)(=O)Nc2cccc(-c3ccc4nnc(C)n4n3)c2)s1 | 94%[activator] | i | 13% | 3% | 25% | -5% | 13 | -6% | -19%
O=C(CNC(=O)c1ccco1)NCc1ccc2c(c1)OCO2 | 36%[activator] | i | -10% | 11% | -2% | 1% | -20 | 10% | i
COC(=O)c1ccc(C(=O)OC)c(NC(=O)CN(C)Cc2ccccc2)c1 | ? | i | 35% | -5% | 4% | 3% | 35 | 2% | -8%
Cc1ccc(NC(=O)Cn2nc(C)c3ccccc3c2=O)c(C)c1 | 0% | i | 15% | 5% | 16% | 4% | 7 | 4% | 21%[57.5 µM]

The results go on.
Second line of a record: GLP1R inv ag	Akt phos inh	GLP-1R agonist	TDP43 rescue	FUS suppressor	aSyn rescue	DRD3 antagonist	Abeta yeast res	PTHR1 agonist
> COc1cccc(C(=O)Nc2nc3c(s2)CN(C)CC3)c1
  5%	i	3%	9%	-8%	-6%	-5	13%	-4%[57.5 µM]
> Cc1ccc2c(c1)N(C(=O)CCC(=O)NCc1cccnc1)CC(C)O2 (configuration not stated)
  -3%	i	-2%	-3%	-25%	?	12	-9%	i
> CC(C)(C)C1(C)OC(=O)C(=Cc2ccc(OCC(=O)Nc3ccccc3)cc2)C(=O)O1 (configuration not stated)
  29%	i	-3%	-4%	/	-2%	-5	10%	14%
> Cc1c(NC(=O)c2cccc(NC(=O)COc3ccccc3)c2)c(=O)n(-c2ccccc2)n1C
  -13%	i	3%	21%	-3%	0%	14	-6%	i
> Cc1ccccc1C(=O)N1CCC(C(=O)O)CC1
  -6%	i	-9%	-22%	-3%	2%	-15	7%	i
> COc1ccccc1OCCCOc1ccc(C)cc1Br
  ?	i	4%	-3%	6%	-14%	12	11%	i
> COc1ccccc1/C=C/C(=O)Nc1nc2n(n1)C(c1ccc(F)cc1)C=C(c1ccccc1)N2 (configuration not stated)
  -16%	/	/	0%[9.22 µM]	39%	/	/	0%	i
> COc1ccc(NC(=O)CSCC(=O)Nc2ccc(S(=O)(=O)N3CCCC3)cc2)cc1
  -9%	i	-2%	14%	0%	4%	4	?	i
> CSCC[C@H](NC(=O)N1CCn2c1nc1ccccc12)C(=O)N[C@@H](C(=O)O)c1ccccc1
  -1%	i	4%	12%	4%	-8%	38	10%	i
> CCCCN(C)CCNC(=O)Cn1ncc2c3ccccc3n(CCC)c2c1=O
  ?	/	/	-9%	1%	/	/	-1%	-18%
> COc1ccc(Cl)cc1-c1nc(-c2ccncc2)no1
  25%	i	0%	20%	-9%	1%	-9	8%	i
> O=C(CSc1nnc(Cc2cccs2)n1-c1ccccc1)NCc1ccc2c(c1)OCO2
  ?	-85%*	2%	11%	22%	2%	-24	3%	i
> COc1ccccc1CNCC(=O)Nc1cc(S(=O)(=O)N2CCCCCC2)ccc1Cl
  ?	i	26%	-6%	14%	-3%	-60*	-5%	-20%
> CC(C)NC(=S)NC(=O)c1ccc(Cl)cc1Cl
  ?	i	-3%	?	/	-2%	10	-33%[inhibitor]	-36%[inhibitor]
> Cc1ccc(NC(=O)CNC(=O)C23CC4CC(CC(C4)C2)C3)nc1
  -8%	i	5%	7%	-21%	-3%	-10	5%	-1%

(cont.)
Second line of a record: GLP1R inv ag	Akt phos inh	GLP-1R agonist	TDP43 rescue	FUS suppressor	aSyn rescue	DRD3 antagonist	Abeta yeast res	PTHR1 agonist
> O=C(Cc1cccc(NC(=O)C2CCCN(C(=O)C3CCC3)C2)c1)Nc1cccc(C(=O)N2CCOCC2)c1 (configuration not stated)
  16%	i	-4%	11%	3%	1%	0	9%	i
> CCC(=O)n1nc(-c2ccc(OC)cc2)nc1N
  0%	i	-6%	14%	-5%	1%	5	19%	i
> COc1cccc(C(=O)N(c2ccccc2)C2C=CS(=O)(=O)C2)c1 (configuration not stated)
  1%	i	-3%	3%	-28%	-3%	-23	-1%	-24%
> CC(=O)Nc1ccc(/C=C(\C#N)S(=O)(=O)c2ccc(C)cc2)cc1
  12%	i	4%	-15%	7%	-6%	-13	4%	i
> CCn1c(SCC(=O)NCc2ccc3c(c2)OCO3)nnc1-c1ccco1
  -7%	i	7%	-6%	16%	0%	-23	4%	-17%
> COCCn1c(=O)c2c(nc3n2CCCN3Cc2ccccc2)n(C)c1=O
  3%	i	17%	-1%	16%	1%	-6	-1%	-1%
> Cc1ccc(NC(=O)c2ccccc2N(C)S(C)(=O)=O)cc1C
  9%	i	-15%	-2%	8%	5%	7	6%	-5%[57.5 µM]
> CCN(CC)Cc1c(O)ccc2c(=O)c(-c3ccccc3OC)coc12
  12%	i	-1%	14%	9%	3%	18	-3%	i
> COCCn1c(SCC(=O)NCCCN2CCCC2=O)nc2sc3c(c2c1=O)CCCC3
  41%[activator]	i	16%	0%	/	-1%	-12	-11%	-11%
> COC(=O)c1cccc(NC(=O)c2cnoc2C)c1
  -4%	i	-2%	17%	19%	-2%	10	-4%	i
> O=C(N/N=C/c1ccc([N+](=O)[O-])o1)c1sc2ccccc2c1Cl
  ?	i	-6%	15%	9%	4%	-13	-37%[inhibitor]	-94%
> COc1ccc(/C=C(\NC(=O)c2ccc(OC)c(OC)c2)C(=O)N2CCN(C)CC2)cc1
  27%	i	11%	8%	16%	0%	-11	5%	i
> Cc1ccsc1CN(Cc1ccco1)c1cnc(S(C)(=O)=O)nc1C(=O)Nc1ccc(Cl)cc1
  ?	/	/	-1%	-2%	/	/	-11%	7%
> COc1ccc(NC2c3ncccc3C(=O)N2Cc2cccs2)cc1 (configuration not stated)
  44%[activator]	i	20%	6%	-18%	9%	-9	-4%	i
> Cc1ccc(-n2nc3ccc(NC(=O)c4cccc([N+](=O)[O-])c4C)cc3n2)cc1
  -14%	i	7%	-14%	2%	-7%	-3	-13%	-48%[inhibitor]
> CCOc1ccccc1NC(=O)Cn1c(=O)oc2cc(Cl)ccc21
  -21%	i	4%	26%	17%	2%	4	10%	-17%
> COCn1c(-c2ccc(OC)cc2)nc2ccccc21
  ?	i	-1%	2%	7%	-5%	4	22%	-24%[57.5 µM]

High-throughput results: PubChem BioAssay, National Center for Advancing Translational Sciences (NCATS)

These rows are one share of the data, so the mix of outcomes need not match the whole.
